# Mac1 fbg enh: increases human CD11b/CD18 adhesion to fibrinogen; P05107+P11215; K562 CD11b/CD18 adhesion to fibrinogen, ATPlite luminescence; activation, % at 10 µM; actives 0.07% (n = 93,000);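 active = 10 µM primary screen giving 50% or more activity, confirmed by 40% or more on retest at that dose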; note: strong numbers were not always called active; reference of the scale not given here
# Target sequence (P05107 whole entry, looked up, other chains not shown): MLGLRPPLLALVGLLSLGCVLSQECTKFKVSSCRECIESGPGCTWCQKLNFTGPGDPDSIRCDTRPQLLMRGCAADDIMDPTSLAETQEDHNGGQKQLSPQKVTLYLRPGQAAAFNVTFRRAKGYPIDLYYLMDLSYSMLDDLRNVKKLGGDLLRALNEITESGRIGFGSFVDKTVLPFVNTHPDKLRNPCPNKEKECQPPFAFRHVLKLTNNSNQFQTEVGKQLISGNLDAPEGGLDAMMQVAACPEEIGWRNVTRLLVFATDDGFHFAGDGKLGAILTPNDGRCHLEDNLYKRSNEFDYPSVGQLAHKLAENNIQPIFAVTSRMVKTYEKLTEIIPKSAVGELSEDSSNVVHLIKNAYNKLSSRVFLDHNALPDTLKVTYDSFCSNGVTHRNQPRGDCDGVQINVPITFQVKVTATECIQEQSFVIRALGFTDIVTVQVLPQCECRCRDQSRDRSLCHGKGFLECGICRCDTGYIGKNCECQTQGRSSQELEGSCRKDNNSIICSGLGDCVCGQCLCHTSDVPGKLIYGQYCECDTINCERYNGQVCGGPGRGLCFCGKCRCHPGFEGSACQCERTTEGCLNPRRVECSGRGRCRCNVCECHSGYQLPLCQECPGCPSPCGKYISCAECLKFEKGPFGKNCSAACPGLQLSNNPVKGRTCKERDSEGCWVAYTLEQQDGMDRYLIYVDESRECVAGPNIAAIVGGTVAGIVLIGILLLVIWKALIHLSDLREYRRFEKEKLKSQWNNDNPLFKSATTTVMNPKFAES
# Mac1 fbg inh: CD11b/CD18-fibrinogen binding inhibition; actives 0.54% (n = 93,000); K562 CD11b/CD18 adhesion to fibrinogen, ATPlite luminescence; Mn2+ added to activate the integrin; AID 1497; inhibition, % at 10 µM;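 active = primary inhibition of 50% or more at 10 µM, then 40% or more on retest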; note: some results filed as inactive read as strong as hits
# An asterisk follows results filed as active.
no.	SMILES	Mac1 fbg enh	Mac1 fbg inh
1	COc1ccc(C)cc1NC(=O)C(Sc1nnc(Nc2ccccc2F)s1)c1ccccc1 (centres undefined)	9	10
2	Cc1sc2ncnc(Nc3ccc(N4CCOCC4)cc3)c2c1-c1ccccc1	2	17
3	Cn1c(=O)c(C(=O)CN2CCc3ccccc32)c(N)n(Cc2ccccc2)c1=O	6	-1
4	COc1cc(/C=N/S(=O)(=O)CCc2ccccc2)cc(OC)c1O	-2	-27
5	O=C(COC(=O)/C=C/C(=O)OCC(=O)NC12CC3CC(CC(C3)C1)C2)NC12CC3CC(CC(C3)C1)C2	1	14
6	CCN(CC)c1ccc(/C=C2\CCC(/C=N/NC(=O)c3ccc(=O)n(C)c3)=C2N2CCOCC2)cc1	16	-7
7	O=C(/C=C\c1ccccc1OC(=O)c1ccccc1F)c1cc2ccccc2o1	0	26
8	Cc1ccccc1CSc1ccc(-c2ccc3c(c2)OCO3)nn1	0	70

# One compound at a time, as listed above. Order of screens: Mac1 fbg enh, Mac1 fbg inh
# Record of `COc1cc(/C=N/S(=O)(=O)CCc2ccccc2)cc(OC)c1O` = -2, -27
# Record of `CCN(CC)c1ccc(/C=C2\CCC(/C=N/NC(=O)c3ccc(=O)n(C)c3)=C2N2CCOCC2)cc1` = 16, -7
# Record of `Cc1sc2ncnc(Nc3ccc(N4CCOCC4)cc3)c2c1-c1ccccc1` = 2, 17

# (more compounds)
no.	SMILES	Mac1 fbg enh	Mac1 fbg inh
9	Cc1c(NC(=O)/C(=C/c2cccs2)c2cccs2)c(=O)n(-c2ccccc2)n1C	16	0
10	O=c1[nH]c(NNC(=S)NCc2ccccc2)nc2c1C1(CCCCC1)Cc1ccccc1-2	-6	75
11	COc1ccccc1NS(=O)(=O)c1cccc(NC(=O)NC2CCCCC2)c1	8	-14
12	CC(C)(C)NC(=O)C12CC3CC(CC(Cl)(C3)C1)C2	2	2
13	CC(CCc1ccccc1)NC(=O)c1cc2sccc2n1C (centres undefined)	0	-10
14	CC(=O)Nc1ccc(SCC(=O)c2cc(C)n(-c3ccccc3)c2C)cc1	1	29
15	FC(F)(F)c1cccc(NC(=S)NCC(c2cccnc2)N2CCOCC2)c1 (centres undefined)	1	10
16	CN(C)S(=O)(=O)c1cc(NC(=O)COC(=O)Cc2cccc3ccccc23)ccc1Cl	-5	75
17	COc1ccc(CNC(=O)/C(C#N)=C2\N=C(NC(=O)c3cccs3)c3ccccc32)cc1	12	18
18	COC(=O)c1ccc(/C=C2\N=C(SC)SC2=O)cc1	-1	16
19	CCCc1ccc(Oc2coc3cc(OCC(=O)Nc4ccccc4C)ccc3c2=O)cc1	10	-11
20	Cc1cccc(C)c1NC(=S)Nc1ccccc1C(=O)NCc1ccco1	-4	3
21	Cc1ccc(C(=O)NNC2=Nc3cccc4cccc2c34)cc1	24	-15
22	CN(CC(=O)Nc1ccc(C#N)cc1)CC(=O)Nc1ccc(N2CCOCC2)cc1	1	-23
23	O=C(COc1cccc(Cl)c1Cl)Nc1ccc2c(c1)CCC2	4	21
24	COc1ccc2c(COC(=O)CNC(=O)C34CC5CC(CC(C5)C3)C4)cc(=O)oc2c1	0	-15

# Filtered by structure: those above with an aryl methoxy group
no.	SMILES	Mac1 fbg enh	Mac1 fbg inh
1	COc1ccc(C)cc1NC(=O)C(Sc1nnc(Nc2ccccc2F)s1)c1ccccc1 (centres undefined)	9	10
4	COc1cc(/C=N/S(=O)(=O)CCc2ccccc2)cc(OC)c1O	-2	-27
11	COc1ccccc1NS(=O)(=O)c1cccc(NC(=O)NC2CCCCC2)c1	8	-14
17	COc1ccc(CNC(=O)/C(C#N)=C2\N=C(NC(=O)c3cccs3)c3ccccc32)cc1	12	18
24	COc1ccc2c(COC(=O)CNC(=O)C34CC5CC(CC(C5)C3)C4)cc(=O)oc2c1	0	-15

# Next structures
no.	SMILES	Mac1 fbg enh	Mac1 fbg inh
25	N#CCCn1nc(-c2ccc([N+](=O)[O-])cc2)cc1Nc1ccccc1NC(=O)C(F)(F)F	0	8
26	COc1ccc(S(=O)(=O)N2CCOCC2)cc1N=Nc1sc(N)nc1-c1ccccc1	58	4
27	Cc1ccc(N2C(=O)C3C(C(=O)c4ccccc4)=NN(c4ccccc4)C3C2=O)cc1 (centres undefined)	5	14
28	Cc1ccc(NC(=O)c2cccs2)cc1S(=O)(=O)Nc1cccc(Cl)c1	-7	82
29	O=C(Nc1cccc(-c2nc3ccccc3s2)c1)c1cc(=O)c2ccccc2o1	44	16
30	CC(C)C(O)(C#CCN1CCCCC1)C(C)C	-2	10
31	CCCn1nc(C(=O)NC2CCCc3ccccc32)c2ccccc2c1=O (centres undefined)	21	-10
32	Cc1nn(Cc2ccc(Cl)cc2)c(Cl)c1/C=N/NC(=O)CNc1ccccc1F	26	-3

# In the list so far, these have a CF3 group.
no.	SMILES	Mac1 fbg enh	Mac1 fbg inh
15	FC(F)(F)c1cccc(NC(=S)NCC(c2cccnc2)N2CCOCC2)c1 (centres undefined)	1	10
25	N#CCCn1nc(-c2ccc([N+](=O)[O-])cc2)cc1Nc1ccccc1NC(=O)C(F)(F)F	0	8

# (list continues)
no.	SMILES	Mac1 fbg enh	Mac1 fbg inh
33	CCN(CC)C(=O)C12CC3CC(CC(Cl)(C3)C1)C2	2	-1
34	O=[N+]([O-])c1cc(-c2nnc(Nc3ccc(O)cc3)c3ccccc23)ccc1N1CCOCC1	39	9
35	CCOc1ccc(CCNC(=O)c2cc3sccc3n2C)cc1OCC	5	-15
36	Cc1cccc2cc(CN(CCN(C)C)C(=S)NCc3ccco3)c(=O)[nH]c12	-1	-6
37	Cc1ccccc1-c1nsc(SCC(=O)Nc2ccc3c(c2)OCO3)n1	-2	2
38	O=C(COC(=O)/C=C/c1ccccc1)NCCC1=CCCCC1	2	-4
39	Cc1cc(/C=N/n2c(COc3ccccc3C)nc3ccccc3c2=O)c(O)c([N+](=O)[O-])c1	-8	103
40	CN1/C(=C\C(=S)NC(=O)c2ccc([N+](=O)[O-])cc2)C(C)(C)c2ccccc21	8	-10
41	COCCNC(=S)N1CCN(C(=O)C(=O)Nc2ccc(C(=O)OC)cc2)CC1	-4	-12
42	CC(/C=C1\SC(=O)N(CC(=O)Nc2ccc(O)cc2)C1=O)=C\c1ccccc1	2	36
43	CCC(C)c1ccc(NC(=S)NC2CCN(Cc3ccccc3)CC2)cc1 (centres undefined)	-5	23
44	CC(C)(C)C1CCC(OC(=O)CCC(=O)Nc2ccccc2)CC1 (centres undefined)	1	14
45	Cc1c(Cl)cnc(NC(=O)COC(=O)c2cc3c(s2)CCC(C)C3)c1Cl (centres undefined)	21	-15
46	O=C1[C@@H]2[C@@H]3C[C@@H]([C@H]4ON=C(c5ccc(OCc6ccccc6)cc5)[C@@H]34)[C@@H]2C(=O)N1c1ccc2c(c1)OCO2	14	21
47	O=[N+]([O-])c1cccc2ccc(/C=C/c3ccc(C(F)(F)F)cc3)nc12	9	28
48	COc1c(OC(C)=O)ccc(/C=C/c2ccc3cccc(OC)c3n2)c1[N+](=O)[O-]	-7	67
49	COc1ccc(C2C(C#N)=C(N)OC3=C2C(=O)CC(C)(C)C3)cc1Cn1nc(C)c([N+](=O)[O-])c1C (centres undefined)	0	12
50	Cc1ccc(C)c(NC(=O)COc2cccc3c2CCN(Cc2ccccc2)C3=O)c1	-2	-9
51	O=C(CNC(=O)c1ccccc1)Nc1cccc(C(F)(F)F)c1	1	-8
52	O=C(/C=C/c1ccc(Cl)cc1)Nc1ccc(CN2CCOCC2)cc1	-4	59
53	CC(C)c1ccc(NC(=O)C(=O)c2cn(CC(=O)N3CCCCC3)c3ccccc23)cc1	3	1
54	Cc1ccc(C(=O)N2CCc3ccccc32)o1	-1	24
55	O=C(N/N=C/c1c[nH]c2ccccc12)c1cc(-c2ccc3ccccc3c2)n[nH]1	6	36
56	O=C1CN(C(=O)COc2ccc(Br)cc2F)c2ccccc2N1	-1	-2
57	O=C(CSc1nnc(SCc2ccccc2)s1)NNC(=S)Nc1ccccc1	6	7
58	CC(OC(=O)c1cc(Cl)ccc1[N+](=O)[O-])C(=O)NC(C)c1ccc(F)cc1 (centres undefined)	-3	17
59	O=C(/C=C/c1ccco1)c1ccc(NC(=O)C23CC4CC(CC(C4)C2)C3)cc1	86	-4
60	Cc1ccc(C(=O)c2ccccc2C(=O)OCC(=O)NCCc2ccc(Cl)cc2Cl)cc1	-1	23
61	CCNC(=S)Nc1cc(OCC)c(NC(=O)c2cccs2)cc1OCC	-1	3
62	CC(C)NC(=O)C1(c2ccccc2)CC1(Cl)Cl (centres undefined)	-2	-15
63	O=C(CNS(=O)(=O)c1cccc(Cl)c1)Nc1ccc(-c2nc3ccccc3s2)cc1	63	0
64	CCc1ccc2ncc(S(=O)(=O)c3ccc(C)c(C)c3)c(N3CCCC3)c2c1	-10	73
65	COc1cc(/C=C/c2nc(N)nc(-c3ccccc3O)n2)cc(OC)c1OC	24	15
66	COc1ccccc1OCC(=O)NNC(=O)C(=O)N1CCCC1	-1	20
67	CN(CC(=O)Nc1ccccc1Cl)C(=O)CSc1ncc(C(F)(F)F)cc1Cl	-2	-10
68	CCOC(=O)c1c(NC(=O)Cn2cnc3scc(-c4ccc(C)cc4)c3c2=O)sc(C)c1C	91	-6
69	COc1ccc(NC(=O)C(C)Sc2nnc3c4c(nc(-c5ccc(OC)cc5)n23)CC(C)(C)OC4)cc1 (centres undefined)	1	7
70	COc1ccc(N2C(=O)CC(N(CCc3ccc(OC)c(OC)c3)C(=S)Nc3ccccc3)C2=O)cc1 (centres undefined)	0	18
71	Cc1ccc(C(=O)OC/C(O)=C(\C#N)c2nc3ccccc3[nH]2)cc1S(=O)(=O)N1CCOCC1	2	28
72	CCc1ccccc1NC(=O)CN(C)C(=O)CSc1nn(-c2ccccc2)c(=S)s1	1	-11
73	CN1C(=O)[C@@H]2[C@@H]3C[C@@H]([C@H]4ON=C(c5ccc(Cl)cc5Cl)[C@@H]34)[C@@H]2C1=O	3	4
74	O=C(COc1ccc2ccc(=O)oc2c1)Nc1ccc(N2CCOCC2)cc1	0	0
75	Cc1ccc(-c2nnc3ccc(SCC(=O)N4CCCc5ccccc54)nn23)cc1	-4	-22
76	S=C(NCc1ccc(Cl)c(Cl)c1)Nc1ccc2c(c1)OCO2	-4	63
77	CC(C)(C)Cc1nnc(NC(=O)Cc2ccc([N+](=O)[O-])cc2)s1	5	49
78	COc1ccc(C2CC(c3cccs3)=NN2C(=O)CSc2nc3ccccc3s2)cc1 (centres undefined)	9	8
79	O=c1c2ccccc2nc(SCc2cccc(F)c2)n1C1CCCC1	2	3
80	CCCCN1CNC(=S)N(c2ccc(C(=O)OCC)cc2)C1	2	-5
81	C=CCn1c(SCC(N)=O)nnc1-c1cc2c(s1)CCC(CC)C2 (centres undefined)	-3	19
82	CCn1ncc(C2=NOC(C(=O)N3CCC(C(N)=O)CC3)C2)c1C (centres undefined)	-4	4
83	O=C(COC(=O)Cc1ccsc1)NCc1ccccc1	-2	4
84	Nc1c(C(=O)NCCc2ccc(Cl)cc2)sc2ccc(S(=O)(=O)N3CCCCC3)cc12	6	-6
85	COc1cc(NC(=O)C2=C(N3CCOCC3)/C(=C\c3ccc(Br)cc3)CC2)cc(OC)c1OC	28	-6
86	N#CC1=C(N)OC2=C(CC/C2=C\c2ccccc2Cl)C1c1ccccc1Cl (centres undefined)	8	-9
87	Cc1cc(Cl)ccc1OCCCC(=O)NCCN1C(=O)S/C(=C\c2cccnc2)C1=O	8	14
88	O=C(c1ccccc1)N(NC(=O)C(O)(c1ccccc1)c1ccccc1)c1cccc(F)c1	-2	-2

# Next section:
no.	SMILES	Mac1 fbg enh	Mac1 fbg inh
89	COc1ccc(OC)c(NC(=S)N2CCC(C(O)(c3ccccc3)c3ccccc3)CC2)c1	2	-24
90	CCCC(=O)OCCNc1cc(SCCC(=O)OC)c2nonc2c1[N+](=O)[O-]	3	18
91	O=C(Nc1ccccc1)Nc1nnc(/C=C/c2ccccc2Cl)s1	26	2
92	COC1=CCC2([N+](=O)[O-])CN(CCO)CC1([N+](=O)[O-])C2 (centres undefined)	-5	-17
93	CCc1ccccc1NC(=O)CN(C)C(=O)Cn1ncc(Cl)c(Cl)c1=O	10	-12
94	COc1ccc(NC(=O)CN2C(=O)CSC(C)C2=O)c(OC)c1 (centres undefined)	1	-12
95	CC1=C(C(=O)OC(C)C)C(c2cccs2)C(C(=O)OC(C)C)=C(C)N1	-1	-3
96	Cc1ccc(C(=O)OCCc2sc[n+](Cc3ccccc3)c2C)cc1	-3	-12
97	N#Cc1c(SCC(=O)Nc2ccccc2)nsc1SCC(=O)Nc1ccccc1	31	8
98	COC(=O)/C=C1/S/C(=N/N=C/c2ccc(N(C)C)cc2)NC1=O	11	-2
99	O=C(NCc1nnc(SCc2ccccc2)n1-c1ccc(F)cc1)C12CC3CC(CC(C3)C1)C2	1	4
100	COc1ccc(-c2cc(C(=O)Nc3ccc(Cl)cc3Cl)c3ccccc3n2)cc1OC	74	-34
101	CCOC(=O)C(NCCc1ccccc1F)(NC(C)=O)C(F)(F)F (centres undefined)	1	-12
102	CCC(SC1=N/C(=C/c2ccccc2)C(=O)N1c1ccccc1)C(=O)Nc1cc(C)on1 (centres undefined)	5	-22
103	CC(=O)n1c2c(c3ccccc31)OC(N)=C(C#N)C2c1cccc(Cl)c1Cl (centres undefined)	35	-7
104	COc1ccc(C(C)=O)cc1COC(=O)CNC(=O)c1cc(C)cc(C)c1	-1	14
105	O=C(Oc1cccc2ccccc12)c1cc(Cl)nc2ccccc12	0	1
106	O=C(N/N=C/c1ccco1)c1ccc(N2CCCC2=O)cc1	7	-1

# Bioassay records as filed in PubChem.

# This is a subset. The share of hits here may be higher or lower than overall.
